pPAFAH FP inh: pPAFAH enzyme inhibitors, primary screen, biochemical, fluorescence polarization, human | recombinant pPAFAH, FP-rhodamine probe fluorescence polarization | hit rate 1.5% among 330,000 | inhibition, % at 3.39 µM | Platelet-activating factor acetylhydrolase (Homo sapiens), Q13093;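 active means inhibition above the mean inhibition across the screen plus 3 SD, cut at about 25% in these data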;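 further: inhibitors block binding of the rhodamine activity-based probe so polarization drops; 0% = enzyme with DMSO and 100% = wells lacking pPAFAH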
GSTO1 counter: inhibitors of recombinant GSTO1, primary screen, counter-screen for RBBP9 inhibitor project, biochemical, fluorescence polarization; Glutathione S-transferase omega-1 (Homo sapiens), P78417; activity-based probe fluorescence polarization; inhibition, % at 5.96 µM; hit rate 1.1% among 300,000; AID 1974, 2009;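 active means inhibition above the campaign mean inhibition plus 3 SD, cut at about 35% in these data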;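 further: 0% = GSTO1-1 with DMSO and 100% = wells lacking GSTO1-1 enzyme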
LYPLA1 counter: LYPLA1 inhibitors, primary screen, counter-screen for PME1 inhibitor project, biochemical, fluorescence polarization, FP-Rh probe ABPP. recombinant LYPLA1. Acyl-protein thioesterase 1 (Homo sapiens), O75608. hit rate 0.16% among 320,000. inhibition, % at 5.9 µM;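 active means inhibition above the mean of all tested compounds plus 3 SD, set per campaign, cut at about 14% in these data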;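 further: inhibitors block serine hydrolase probe labeling of LYPLA1 so polarization falls; 0% = enzyme with DMSO and 100% = wells lacking LYPLA1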
Fam108B inh: mouse Fam108B serine hydrolase inhibitors, primary screen, counter-screen for RBBP9 inhibitor project, biochemical, fluorescence polarization; hit rate 0.33% among 300,000; inhibition, % at 9.51 µM; recombinant Fam108B, FP-Rh probe fluorescence polarization;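 active means inhibition above the screen mean inhibition plus 3 SD, computed separately per campaign, cut at about 18% in these data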;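 further: inhibitors lower polarization as less probe binds the enzyme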
PAD4 inh: human PAD4 inhibitors, primary screen, biochemical, fluorescence polarization, 1536-well format | recombinant PAD4, RCA probe fluorescence polarization | inhibition, % at 6.36 µM | hit rate 0.41% among 330,000;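 active means percent inhibition above a cutoff equal to the mean of all tested compounds plus 3 SD, cut at about 15% in these data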;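 further: 0% = PAD4 with RCA probe and DMSO and 100% = probe without PAD4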
Target sequence (Q9UM07 whole entry, looked up): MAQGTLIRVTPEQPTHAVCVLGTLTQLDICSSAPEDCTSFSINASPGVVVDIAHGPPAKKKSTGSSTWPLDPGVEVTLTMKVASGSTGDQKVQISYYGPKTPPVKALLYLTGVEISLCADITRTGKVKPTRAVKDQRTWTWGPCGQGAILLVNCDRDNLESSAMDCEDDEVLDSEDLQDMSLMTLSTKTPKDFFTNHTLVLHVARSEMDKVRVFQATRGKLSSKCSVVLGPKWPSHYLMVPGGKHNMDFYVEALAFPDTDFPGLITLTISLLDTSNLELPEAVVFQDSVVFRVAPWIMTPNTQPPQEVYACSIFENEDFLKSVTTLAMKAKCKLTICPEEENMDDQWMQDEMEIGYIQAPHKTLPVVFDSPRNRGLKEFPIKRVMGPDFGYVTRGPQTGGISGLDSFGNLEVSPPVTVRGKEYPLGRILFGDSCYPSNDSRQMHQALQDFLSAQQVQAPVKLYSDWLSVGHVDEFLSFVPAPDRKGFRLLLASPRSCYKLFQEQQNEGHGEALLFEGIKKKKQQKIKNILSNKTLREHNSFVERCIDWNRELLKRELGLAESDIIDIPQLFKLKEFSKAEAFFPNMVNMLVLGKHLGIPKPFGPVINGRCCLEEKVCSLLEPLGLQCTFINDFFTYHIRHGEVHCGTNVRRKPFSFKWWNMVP
PAFAH1B2 inh: PAFAH1B2 enzyme inhibitors, primary screen, biochemical, fluorescence polarization, human; Platelet-activating factor acetylhydrolase IB subunit alpha2 (Homo sapiens), P68402; hit rate 1.2% among 340,000; AID 492953, 2010; recombinant PAFAH1B2, FP-rhodamine activity probe; inhibition, % at 3.39 µM;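 active means inhibition above the mean of all tested compounds plus 3 SD, cut at about 24% in these data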;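 further: 0% = enzyme with DMSO and 100% = wells lacking PAFAH1B2; many of its hits are not listed in these tables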
PME-1 primary: PME-1 inhibitors via competitive probe labeling, primary screen, biochemical, fluorescence polarization, FP-Rh probe, HTS; Protein phosphatase methylesterase 1 (Homo sapiens), Q9Y570; recombinant PME-1; inhibition, % at 5.9 µM; hit rate 0.53% among 320,000; AID 2130, 2009;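 active means inhibition above the campaign mean of all compounds plus 3 SD, cut at about 26% in these data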;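 further: competitive labeling of PME-1 active site by serine hydrolase directed probe; 0% = PME-1 with DMSO and 100% = wells lacking PME-1 enzyme; inhibitors block probe labeling so polarization falls and inhibition rises; many of its hits are not listed in these tables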
Target sequence (Q9Y570 whole entry, looked up): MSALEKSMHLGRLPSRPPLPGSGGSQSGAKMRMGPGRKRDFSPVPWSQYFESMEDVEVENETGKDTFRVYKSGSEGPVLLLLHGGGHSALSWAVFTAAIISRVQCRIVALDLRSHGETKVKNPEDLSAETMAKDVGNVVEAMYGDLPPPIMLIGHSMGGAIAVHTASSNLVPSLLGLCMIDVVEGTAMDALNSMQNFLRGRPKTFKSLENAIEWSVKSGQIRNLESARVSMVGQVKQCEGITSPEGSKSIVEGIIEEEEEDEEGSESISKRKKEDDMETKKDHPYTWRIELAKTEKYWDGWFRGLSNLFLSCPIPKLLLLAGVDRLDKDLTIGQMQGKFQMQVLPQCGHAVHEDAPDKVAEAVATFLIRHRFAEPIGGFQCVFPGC
PAFAH1B3 FP inh: PAFAH1B3 enzyme inhibitors, primary screen, biochemical, fluorescence polarization, human; Platelet-activating factor acetylhydrolase IB subunit alpha1 (Homo sapiens), Q15102; recombinant PAFAH1B3, FP-rhodamine probe; inhibition, % at 3.39 µM; hit rate 0.28% among 340,000;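 active means inhibition above the screen-wide average of all tested compounds plus 3 SD, cut at about 25% in these data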;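 further: 0% = enzyme with DMSO only and 100% = wells lacking PAFAH1B3 protein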
PAFAH2 FP inh: PAFAH2 enzyme inhibitors, primary screen, biochemical, fluorescence polarization, human; Platelet-activating factor acetylhydrolase 2, cytoplasmic (Homo sapiens), Q99487; recombinant PAFAH2, FP-rhodamine activity probe; inhibition, % at 3.39 µM; hit rate 0.99% among 340,000; AID 492956, 2010;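 active means inhibition above the mean over all tested compounds plus 3 SD, cut at about 30% in these data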;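 further: inhibitors block probe labeling of enzyme so polarization drops; 0% = enzyme with DMSO and 100% = wells lacking PAFAH2 protein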
Starred values were filed as active, the others as inactive; nt = no result given. Some of the compounds tested; the hit share may differ from the screen's.

SMILES	pPAFAH FP inh	GSTO1 counter	LYPLA1 counter	Fam108B inh	PAD4 inh	PAFAH1B2 inh	PME-1 primary	PAFAH1B3 FP inh	PAFAH2 FP inh
CC1CCCCN1C(=O)COC(=O)c1n[nH]c2ccccc12 (centres undefined)	3	4	-1	2	7	1	-6	3	7
CCOC(=O)c1c(NC(C)=O)sc2c1CCCNC2=O	-1	3	1	4	0	-4	-4	-1	-2
Cc1cccc(C)c1N1CCN(c2cc(Cl)nc(N)n2)CC1	-4	10	-3	5	-2	3	-11	9	3
CCCCC(=O)Nc1nc(C)c(-c2csc(Nc3ccc(Cl)cc3)n2)s1	14	-1	-13	20*	-11	15	17	7	-9
NS(=O)(=O)c1ccc(NC(=S)NC(=O)/C=C/c2ccco2)cc1	21	21	-7	9	-7	1	-11	13	3
O=C(N/C(=C/c1cccc([N+](=O)[O-])c1)C(=O)N1CCOCC1)c1ccc(Br)cc1	1	-5	-3	8	-7	-4	9	8	3
CN(C)C(=O)CC12CC3CC(C1)CC(CC(=O)N(C)C)(C3)C2	-6	0	0	4	-2	1	-1	9	-1
CCOC(=O)c1cnc2c(ccc3ccccc32)c1NCCO	3	-11	-2	-1	-4	3	-4	3	-2
Cc1nc2ccccc2c(=O)n1Cc1ccco1	4	-6	1	3	-3	nt	-3	nt	nt
Cc1ccc(C(NC(=O)N2CCCCC2)=C(Cl)Cl)cc1F	-1	21	-1	4	0	1	1	2	-6
O=C(Cc1cccs1)NCCc1ccc(F)cc1	6	-2	-1	-3	-3	9	1	13	1
CC(=O)NC1C(=O)N=C(SCC(=O)Nc2cccc(Cl)c2)NC1=O (centres undefined)	4	3	-1	-1	6	-2	0	7	2
O=C(CCNS(=O)(=O)c1cccc(C(F)(F)F)c1)NC1CC1	2	nt	4	nt	-5	5	3	0	4
CN(Cc1nc2ccccc2c(=O)[nH]1)CC(O)COCc1ccco1 (centres undefined)	7	4	-1	-6	-2	2	-7	2	-3
CC1CC(C)CN(CCOc2ccc(Cl)cc2Cl)C1 (centres undefined)	5	2	-2	-2	-9	8	-3	4	-4
Cc1ccccc1C(=O)NC(=S)N(C)CCc1ccccn1	0	10	-1	-1	-2	-2	-3	3	-3
O=C1/C(=C/c2ccco2)CCC1C1CCCC1 (centres undefined)	5	8	0	-5	-4	1	2	3	-1
CC12CCC(C(=O)N3CCCc4ccccc43)(CC1=O)C2(C)C (centres undefined)	1	3	8	2	-1	7	0	1	-5
CN(C)c1ccc(/C=C/C(=O)c2ccccc2)cc1[N+](=O)[O-]	8	8	4	11	-3	-1	7	1	6
CSc1nc(N)nc2c1ncn2CC(=O)NCc1ccc2c(c1)OCO2	2	nt	nt	nt	1	4	nt	1	7
CCOC(=O)N1CCN(C(=O)c2ccc3c(Cl)c4c(nc3c2)CCCC4)CC1	14	-3	-2	4	-1	1	0	3	3
C=CCSc1cc(C)nc2c(-c3ccccc3)cnn12	8	22	2	0	12	-1	0	2	11
COc1cc2c(cc1NC(C)=O)CCCC2	0	5	2	3	5	0	1	-3	6
Cc1ccc(C2c3c(-c4ccccc4O)n[nH]c3C(=O)N2Cc2ccncc2)cc1 (centres undefined)	5	0	10	-3	-2	2	-1	-7	7
COc1cc(/C=N/NC(=O)c2sc3ccccc3c2Cl)ccc1OC(=O)c1ccc([N+](=O)[O-])cc1	-1	8	1	1	0	0	1	3	-3

Part of the list above, set out differently.
canonical_smiles | pPAFAH FP inh | GSTO1 counter | LYPLA1 counter | Fam108B inh | PAD4 inh | PAFAH1B2 inh | PME-1 primary | PAFAH1B3 FP inh | PAFAH2 FP inh
Cc1ccc(C(NC(=O)N2CCCCC2)=C(Cl)Cl)cc1F | -1 | 21 | -1 | 4 | 0 | 1 | 1 | 2 | -6
O=C(Cc1cccs1)NCCc1ccc(F)cc1 | 6 | -2 | -1 | -3 | -3 | 9 | 1 | 13 | 1
CC(=O)NC1C(=O)N=C(SCC(=O)Nc2cccc(Cl)c2)NC1=O (centres undefined) | 4 | 3 | -1 | -1 | 6 | -2 | 0 | 7 | 2
O=C(CCNS(=O)(=O)c1cccc(C(F)(F)F)c1)NC1CC1 | 2 | nt | 4 | nt | -5 | 5 | 3 | 0 | 4
CN(Cc1nc2ccccc2c(=O)[nH]1)CC(O)COCc1ccco1 (centres undefined) | 7 | 4 | -1 | -6 | -2 | 2 | -7 | 2 | -3
CC1CC(C)CN(CCOc2ccc(Cl)cc2Cl)C1 (centres undefined) | 5 | 2 | -2 | -2 | -9 | 8 | -3 | 4 | -4

Next part.
SMILES	pPAFAH FP inh	GSTO1 counter	LYPLA1 counter	Fam108B inh	PAD4 inh	PAFAH1B2 inh	PME-1 primary	PAFAH1B3 FP inh	PAFAH2 FP inh
O=C(O)c1ccc(-n2nnnc2Oc2ccccc2C(=O)N2CCOCC2)cc1	-4	-2	-1	1	0	1	-5	5	-3
O=C(Nc1cnccn1)c1cccnc1	5	4	0	0	0	-3	2	5	1
Clc1ccc(-c2nsc(N3CCOCC3)n2)c(Cl)c1	2	2	8	2	5	5	3	3	2
COc1ccc(NC(=O)COC(=O)c2ccc(-n3cnnn3)cc2)c([N+](=O)[O-])c1	1	nt	-4	nt	-1	-2	-14	-5	2
Cc1cc(C)nc(N/N=C/c2cccc(Cl)c2)n1	2	6	1	-2	-5	-2	3	3	-6
CCOC(=O)C1(Cc2cccc(OC)c2)CCCN(C(=O)c2ccccc2C)C1 (centres undefined)	4	4	-1	0	0	4	-7	-4	-2
CCOC(=O)CN1N=C(/C=C/c2ccc(C(C)C)cc2)CCC1=O	9	1	1	-1	-8	1	-1	1	2
CC(Sc1ccccc1)C(=O)NN=C1CCCC1 (centres undefined)	3	10	1	4	1	2	-2	7	0
COc1ccc(Nc2cc(C)nc(N)n2)cc1	9	-7	2	-1	0	5	-3	5	-1
O=C(NC1CCCCC1)C(c1c(F)cccc1Cl)N(C(=O)c1csnn1)C1CC1 (centres undefined)	-1	-1	3	-2	-5	6	-6	-1	0
COc1cccc(C(=O)N(C)CC(=O)Nc2cccc3ccccc23)c1	1	nt	2	nt	-9	0	-4	5	-3
CSc1ccc(CN(C)C(=O)c2ccc(S(=O)(=O)Nc3ccccc3)cc2)cc1	32*	3	0	1	-1	4	2	-6	3
COc1ccc2[nH]c(=O)c(CN(C(=O)c3cccnc3)c3ccccc3C)cc2c1	3	12	0	5	-1	3	4	-1	4
CC/C(Cc1ccccc1)=N\NC(=O)c1cc(C)oc1C	2	8	3	-1	2	-1	-7	10	-8
COc1ccc(CN2CCNC(=O)C2CC(=O)N(Cc2nccn2C)C(C)C)c(OC)c1 (centres undefined)	0	5	3	2	-3	-5	-1	11	-9
Cc1c(Cc2ccccc2)c(=O)oc2cc(O)ccc12	-3	-15	-2	-1	0	5	4	2	-8
Cc1ccc(NS(=O)(=O)c2ccc(Cl)s2)nc1	-5	5	-5	3	0	1	4	1	-2
Cn1c(C(=O)NCc2ccco2)cc2c(=O)[nH]c3ccccc3c21	5	-4	4	0	1	6	1	10	17
c1ccc(CSc2ncnc3sccc23)cc1	7	-1	-2	1	-1	1	1	2	2
COc1ccc(/C=N/NC(=O)CCn2c3ccccc3c3ccccc32)cc1OC	-4	6	0	-1	-5	4	2	10	-2
O=S(=O)(c1ccc(Br)cc1)c1nc(-c2ccco2)oc1NCC1CCCO1 (centres undefined)	5	-3	2	-1	-4	0	0	4	-1
CN(C(=O)C1CCN(S(=O)(=O)c2ccccc2[N+](=O)[O-])CC1)C1CCCCC1	3	nt	nt	nt	3	5	nt	11	-2
Cc1c(C#N)c2ccccc2n1CC(=O)NC(C)c1ccccc1 (centres undefined)	-2	1	-6	1	0	-2	-3	-3	3
CCOCCn1c(SCc2cccc(C)c2)nc2c1c(=O)[nH]c(=O)n2C	7	1	0	0	-3	0	0	-7	12
COc1ccc(/C=N/NC2=NS(=O)(=O)c3ccccc32)cc1OC	7	4	-2	2	2	0	-2	9	-2

3 entries from above, sorted by their value in PME-1 primary, descending.
compound | PME-1 primary
CN(C)c1ccc(/C=C/C(=O)c2ccccc2)cc1[N+](=O)[O-] | 7
Cc1ccccc1C(=O)NC(=S)N(C)CCc1ccccn1 | -3
CCOC(=O)c1cnc2c(ccc3ccccc32)c1NCCO | -4

Whole records, looked up by structure. Order of values: pPAFAH FP inh, GSTO1 counter, LYPLA1 counter, Fam108B inh, PAD4 inh, PAFAH1B2 inh, PME-1 primary, PAFAH1B3 FP inh, PAFAH2 FP inh
Shown for Cc1ccc(NS(=O)(=O)c2ccc(Cl)s2)nc1 = -5, 5, -5, 3, 0, 1, 4, 1, -2
Shown for Cn1c(C(=O)NCc2ccco2)cc2c(=O)[nH]c3ccccc3c21 = 5, -4, 4, 0, 1, 6, 1, 10, 17

The listing continues.
SMILES	pPAFAH FP inh	GSTO1 counter	LYPLA1 counter	Fam108B inh	PAD4 inh	PAFAH1B2 inh	PME-1 primary	PAFAH1B3 FP inh	PAFAH2 FP inh
O=C(CSc1ncn(-c2ccccc2)n1)Nc1ccc2c(c1)OCCO2	-6	-4	-1	-1	-1	0	-6	3	9
Cc1cnc(NC(=O)Cn2cnc3c2c(=O)n(C)c(=O)n3C)s1	9	6	-5	-1	0	3	-3	1	-5
COc1cccc(N(CC(=O)NCc2ccco2)C(=O)CCC(=O)Nc2nccs2)c1	-1	9	1	-2	-2	6	3	0	1
O=S(=O)(c1cc(F)ccc1F)N1CCN(c2ncnc3ccccc23)CC1	0	nt	nt	nt	3	10	nt	4	5
COc1cc([N+](=O)[O-])ccc1NC(=O)COC(=O)CCS(=O)(=O)c1ccc(C)cc1	6	9	0	-1	3	6	-2	5	1
CC(C)C(C(=O)Nc1ccc2c(c1)OCCOCCOCCOCCO2)N1C(=O)c2ccccc2C1=O (centres undefined)	0	2	-2	2	-3	0	-1	2	-4
CSc1nccc(-c2sc(SC)c(C#N)c2-c2ccccc2)n1	8	-1	-3	-5	-1	-5	-4	-4	-2
C=CCN1C(c2ccc(OCC)cc2)=CS/C1=C(\C#N)c1nnc2n1CCCCC2	13	3	-1	-3	-6	-1	3	2	-1
CC(C)(c1ccccc1)c1ccc(OCC2CO2)cc1 (centres undefined)	25*	94*	-1	-1	3	17	4	1	-9
Cc1cc(OCC(=O)NC2CC(C)(C)NC(C)(C)C2)c(C)cc1Br	-2	2	1	3	1	-2	-4	1	7
O=C(CN(C(=O)CNC(=O)c1cccs1)c1ccccc1F)NC1CCCCC1	6	4	-5	2	3	3	-1	3	-7
CC(=O)CSc1nc(-c2ccccc2)c(-c2ccccc2)o1	0	1	-2	4	-4	-1	1	-1	-3
O=C(c1ccc([N+](=O)[O-])o1)N1CCOCC1	-1	-1	2	5	-5	0	-3	4	-1
Cc1cc(N2C(=O)C(O)=C(C(=O)c3cc4ccccc4o3)C2c2cccc(Br)c2)no1 (centres undefined)	12	-80	-8	-14	-5	0	-3	0	1
